ST2 IL33 inh: inhibitors of human ST2 (IL1RL1) binding to IL-33, primary screen, biochemical, AlphaLISA; Interleukin-1 receptor-like 1 (Homo sapiens), Q01638; AlphaLISA ST2-Fc/biotin-IL-33 interaction, 1 h; inhibition, % for hits at 17 µM; actives 2.3% (n = 78,000); AID 1259354, 2018; in the data active = inhibition above about 30%; inconclusive = mostly about 10% to 28%
Target sequence (Q01638 whole entry, looked up): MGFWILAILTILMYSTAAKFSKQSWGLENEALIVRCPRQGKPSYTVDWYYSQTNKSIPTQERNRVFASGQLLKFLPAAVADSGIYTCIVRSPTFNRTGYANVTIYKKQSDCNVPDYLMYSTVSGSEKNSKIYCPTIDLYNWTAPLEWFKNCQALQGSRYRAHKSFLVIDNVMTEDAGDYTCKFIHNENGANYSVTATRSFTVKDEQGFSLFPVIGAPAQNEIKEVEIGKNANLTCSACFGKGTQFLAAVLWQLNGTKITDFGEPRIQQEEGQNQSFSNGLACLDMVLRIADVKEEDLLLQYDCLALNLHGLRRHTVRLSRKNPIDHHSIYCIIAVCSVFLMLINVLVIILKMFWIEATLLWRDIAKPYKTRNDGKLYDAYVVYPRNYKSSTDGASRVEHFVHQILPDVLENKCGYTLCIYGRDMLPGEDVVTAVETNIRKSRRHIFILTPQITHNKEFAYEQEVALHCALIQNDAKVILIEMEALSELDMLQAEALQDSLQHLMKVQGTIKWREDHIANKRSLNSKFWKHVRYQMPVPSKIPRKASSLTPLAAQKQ
Active calls of the source: *; i = inactive; u = inconclusive. Some of the compounds tested; count on the stated rates, not on these rows.

SMILES	ST2 IL33 inh
COC(=O)[C@@H](C)NC(=O)[C@H]1CN(S(=O)(=O)c2ccccc2)CCN1C(=O)NC1CCCCC1	i
Cc1sc(NC(=O)COc2ccc([N+](=O)[O-])cc2)c(C(N)=O)c1C	u
O=C1CCCN2N=C(SCC(=O)Nc3ccc([N+](=O)[O-])cc3)SC2=N1	i
COCCn1c(CNS(=O)(=O)c2ccc(CC(C)C)cc2)nc2cccnc21	i
C=CC(C)(O)C1CC2C3(C)CCCC(C)(C)C3C(O)C(O)C2(C)O1 (stereo not given)	i
Cc1ccc(CN2C(=O)CSc3ccc(C(=O)NCc4ccco4)cc32)cc1	i
O=C(O)CN1C(=O)c2cc(Cl)c(Cl)cc2C1=O	u
Cc1c(Br)ccc(NC(=O)CCN2C(=O)C3C4CCC(C4)C3C2=O)c1C (stereo not given)	i
O=C1N(Cc2cccc(Cl)c2)C[C@@H]2C[C@@H](c3ccc4nsnc4c3)N3CCC[C@@]123	40%*
Cc1ccc(C(N)=O)cc1-c1ccc2[nH]ccc2c1	i
c1ccc(Cc2nnc([C@H]3CCN(Cc4c[nH]c5ccccc45)C3)o2)cc1	i
Cc1ccc(-n2c(SCC(=O)Nc3ccc4c(c3)OCO4)nc3c(c2=O)SCC3)cc1	u
CCCCOC(=O)COc1ccc2c(-c3ccccc3)cc(=O)oc2c1C	u
O=C(NCC1CCCN(Cc2cccc(O)c2)C1)c1cccnn1 (stereo not given)	u
CC(C)c1noc([C@@H]2C[C@@H](O)CN2Cc2ccc(-c3ccccn3)cc2)n1	i
Cc1ccncc1C(=O)NCc1cccnc1N(C)CCc1ccccn1	u
C(=C\c1ccccc1)/CSc1nnc(-c2ccncc2)o1	u
COc1cc2c(cc1OC)C(C(=O)Nc1ccc(F)c(Cl)c1)C(c1cccs1)N(C)C2=O (stereo not given)	i
O=C(Cn1c(=O)c2sccc2n(Cc2ccccc2F)c1=O)NCCc1ccccc1	u
O=C(O)c1cccc(Nc2ncnc3sc(-c4ccccc4)cc23)c1	i
COc1ccccc1OCCCCOc1ccc(C)cc1[N+](=O)[O-]	i
CCCN(CCC)C(=O)c1cc2c(=O)n3cccc(C)c3nc2n1C	i
Cc1cccc(OCc2nc(-c3nonc3N)no2)c1C	i
CC1=C(C(N)=O)C(c2ccc(Cl)cc2)n2nc(SCc3ccccc3F)nc2N1 (stereo not given)	i
Cc1cccc2nc(-c3ccccn3)c(Nc3ccc4c(c3)OCCO4)n12	u
CCC(=O)N1C[C@H]2OC(=O)N(CCCc3ccc(OC)cc3)[C@H]2C1	i
Cc1ccc([N+](=O)[O-])cc1N1C(=O)Nc2ccccc2N1O	u
O=C(C(c1cccnc1)N1CCOCC1)N1C[C@@H]2C3CCC(CC3)[C@@H]2C1 (stereo not given in full)	i
O=C(O)C1=CC(=C(c2ccc(O)c(C(=O)O)c2)c2ccc(O)c(C(=O)O)c2)C=CC1=O	89%*
CCN(CC)CN1C(=O)C(=Nc2cccc(C(F)(F)F)c2)c2ccccc21	32%*
CCOC(=O)C1=C(N)Oc2cc(C)oc(=O)c2C1c1cccc(F)c1 (stereo not given)	i
OCCN(Cc1cccs1)Cc1cc(F)ccc1O	i

Sorted by number of heavy atoms (smallest number first): some entries from above.
SMILES	ST2 IL33 inh
Cc1ccc([N+](=O)[O-])cc1N1C(=O)Nc2ccccc2N1O	u
CCC(=O)N1C[C@H]2OC(=O)N(CCCc3ccc(OC)cc3)[C@H]2C1	i
CCOC(=O)C1=C(N)Oc2cc(C)oc(=O)c2C1c1cccc(F)c1 (stereo not given)	i

Remaining list, next part
SMILES	ST2 IL33 inh
Cc1cc(C)cc(NC(=O)C2CCN(S(=O)(=O)c3c(C)n[nH]c3C)CC2)c1	i
Cc1onc(-c2ccccc2)c1C(=O)N(C)C	i
O=C(NCc1ccccc1-n1ccnc1)c1cc(=O)[nH]c2ccccc12	i
COc1ccc(F)c(-c2nc(CN(C)Cc3cnc(N)nc3)c(C)o2)c1	i
COc1ccccc1N1CCN(C(=O)COc2ccc(Br)cc2C)CC1	i
CC(=O)C1C(=O)CC(C)(O)C(C(C)=O)C1c1ccc(C(C)C)cc1 (stereo not given)	i
Cc1ccc(CNC(=O)Cn2c(=O)n(-c3ccccc3)c(=O)c3sccc32)cc1	i
Cc1cccc(NC(=O)c2ccccc2-c2ccccc2C(=O)O)c1C	i
COc1cc(C2Nc3ccccc3C(=O)N2Cc2ccco2)cc(OC)c1OC (stereo not given)	i
CN(C)CC1(O)CCN(C(=O)CCc2c[nH]c3ccccc23)C1 (stereo not given)	i
COc1cc([N+](=O)[O-])ccc1NC(=O)C(C)(C)Oc1ccc(Cl)cc1	30%*
NCCS(=O)O	u
Cc1ccc(N[C@H]2CS(=O)(=O)C[C@H]2O)cc1	i
O=C(NC(c1cccnc1)C(F)(F)F)c1ccc2oc(CCCc3ccccc3)nc2c1 (stereo not given)	i
O=C1CCC(CCNCc2cccc(C(F)(F)F)c2)N1CC1C[C@@H]2C=C[C@H]1C21CC1 (stereo not given in full)	i
CN(CC1CCN(CCc2ccc(F)cc2)CC1)C(=O)c1cc2ccccc2oc1=O	i
CCCCNc1nc(-c2ccccc2)cc(C(F)(F)F)c1C(N)=O	u
O=C(CC1COCCN1)NCc1ccc(N2CCCC2=O)cc1 (stereo not given)	u
COc1ccc(OC)c(NS(=O)(=O)c2cc(Br)cc3c2N(C(C)=O)C(C)C3)c1 (stereo not given)	i
C=C(C)COc1ccc(C(=O)NCCc2nc(C)c3c(n2)CCC3)cc1	i
O=C(c1cc(-c2ccc3c(c2)OCO3)on1)N1CCCCCC1	i
COc1ccc2c(CN(C)Cc3cccc4ncccc34)[nH]nc2c1	i
Cc1ccc(C2N3CC4(C)CN2CC(C)(C3)C4=O)cc1 (stereo not given)	i
CCOC(=O)C1(CCc2ccccc2)CCCN(C(=O)CCc2cnn(C)c2)C1 (stereo not given)	i
Cc1ccoc1C(=O)N1CCC2(CCCN(CCc3ccccc3)C2)C1 (stereo not given)	i
CC(C)C1=NOC(c2nc(C3CC3)nn2-c2ccc3c(c2)OCCO3)C1 (stereo not given)	u
CCN(CC)C(=O)CN(c1cc(C)ccc1C)S(=O)(=O)c1ccccc1	i
OC[C@H]1CCN(Cc2c(Cl)cncc2Cl)C[C@@H]1O	u
Cc1cc2c(cc1S(=O)(=O)N1CCCC1C(=O)NC1CCCC1)OCC(=O)N2 (stereo not given)	u
CC(C)n1cc(CN(Cc2ccc(F)cc2)CC2CCCO2)cn1 (stereo not given)	i
CC(C)NC(=O)c1cc2cc3ccc(Cl)cc3nc2o1	i
Cc1cc(NC(=O)c2ccc(C(=O)Nc3cc(C)on3)cc2)no1	i
O=C(NCc1c(O)c(Cl)cc(Cl)c1Cl)c1ccccc1	i
CCc1cn[nH]c1C1CCN(C(=O)c2nnc3nc(C)ccn23)CC1	i
O=C1C2C3CCC(C3)C2C(=O)N1c1cc(Cl)ccc1O (stereo not given)	u
CC(C)NC(=O)C1c2ccccc2C(=O)N2CCc3ccccc3C12 (stereo not given)	u
CC(=O)N1CCC(N2C[C@@H]3OCC(=O)N(C)[C@@H]3C2)CC1	i
Cn1c2c(c(=O)[nH]c1=O)C(c1ccc(OCc3ccccc3)cc1)C1=C(N2)c2ccccc2C1=O (stereo not given)	u
Cc1ccc(-c2nnc(-c3nc(Nc4ccc(F)cc4)c4ccccc4n3)o2)cc1	i
O=C(NCc1ccccc1)c1cnc2ccc(S(=O)(=O)N3CCOCC3)cc2c1Cl	i
CCCCSc1nnc2c(n1)OC(c1cccn1C)N(C(C)=O)c1ccccc1-2 (stereo not given)	u
COc1cccc(-c2nnc(NC(=O)c3ccc(S(=O)(=O)N4CC(C)CC(C)C4)cc3)o2)c1 (stereo not given)	i
O=C(Nc1c(-c2ccc(F)cc2)nc2ccccn12)c1c(F)cccc1F	i
CCN(CC)CCNC(=O)c1cc(=O)[nH]c2ccc(S(=O)(=O)N3CCCCCC3)cc12	i
CC1=C(C(=O)Nc2cccnc2)C(c2ccc(Cl)cc2)n2ncnc2N1 (stereo not given)	i
O=C(NCCN1CCOCC1)c1cc(-c2ccco2)on1	i
CN1CCc2[nH]c3ccc(Br)cc3c2C1	i
CCN(CC)C(=O)c1sc2[nH]c(=O)n(-c3ccccc3)c(=O)c2c1C	i
Cn1cc(SCC(=O)Nc2ccccc2)c2ccccc21	i
COCC1(NC(=O)CC2CNCCO2)CCCC1 (stereo not given)	i
CN(C)/C=C1\Nc2ccc(Br)c(Cl)c2C1=O	u
CCOC(=O)c1c(NC(=O)c2ccco2)sc2c1CCN(C(C)C)C2	i
CC(=O)N1N=C(c2ccc(C)cc2)CC1c1ccc(C)cc1 (stereo not given)	u
O=C1C2C3C=CC(C3)C2C(=O)N1c1cccc(-c2nc3ccccc3c(=O)o2)c1 (stereo not given)	u
Cc1cc(C)n(-c2cccc(C(=O)NCC3Cc4cc(F)cc(-c5cccnc5)c4O3)c2)n1 (stereo not given)	u
Cc1ccc(N2NC(=O)/C(=C/c3cccs3)C2=O)cc1Cl	u

(cont.)
SMILES	ST2 IL33 inh
COc1cc2[nH]c(=O)c(CN3C[C@@H](C)O[C@@H](C)C3)cc2c(OC)c1OC	i
Cc1cc(C)cc(-n2cc(-c3ccc(F)cc3)[nH]c2=O)c1	u
Cc1cccc(CSC2=NCCN2C(=O)c2ccc3c(c2)OCO3)c1	i
c1coc(CN2CC[C@H](c3nnc(-c4ccncc4)o3)C2)c1	u
O=S(=O)(c1ccccc1)c1ccc(N2CCCCC2)cc1	i
COc1ccc(N2CCC(NCCN(C)S(C)(=O)=O)CC2)cc1	i
NCCCNCCCCNCCCN	i
Cc1ccc(C(=O)c2ccccc2C(=O)N2CCC(CN)C2)cc1 (stereo not given)	u
O=C(COc1ccc(Cl)cc1)N1CCN(c2ccccn2)CC1	i
COc1ccccc1Oc1ncccc1CNC(=O)c1cc(C)oc1C	u
COC(=O)[C@@H]1Cc2ncn(Cc3ccc(Cl)cc3)c2CN1S(=O)(=O)c1cccs1	i
CC(=O)Nc1cccc(Oc2nnc(-c3ccc(C)cc3)c3ccccc23)c1	i
CN(C(=O)CCC(=O)Nc1nncs1)C1CCCCCC1	i
CCc1[nH]c2c(CNC(=O)c3ccncc3)cc(C)cc2c1C	i
CCOc1ccc(-c2nc(SCC(=O)NCCCc3ccccc3)n3[nH]c(=O)cc3n2)cc1	i
COC(=O)C1=C(N)OC2=C(C(=O)CC(C)(C)C2)C1c1ccccc1 (stereo not given)	i
O=C(CCN1CCCCO1)NCCc1cnc[nH]1	u
Cc1ccc(C)c2c(C)c(C(=O)N3CCC4(CCCN(CC5CC5)C4)C3)[nH]c12 (stereo not given)	u
Cc1cc(C)c(NC(=O)c2ccco2)c(Cl)c1	i
Cc1cccc(NS(=O)(=O)c2ccc(NC(=O)c3ccccc3Cl)cc2)c1	u
CC[C@H](C)C(=O)O[C@H]1CCC=C2C=C[C@H](C)[C@H](CC[C@@H]3C[C@@H](O)CC(=O)O3)[C@H]21	u
CN(C)c1ccc(/C=C2\c3cc([N+](=O)[O-])ccc3-c3c2cc([N+](=O)[O-])cc3[N+](=O)[O-])cc1	i
Cn1c(=O)cc(SCC(=O)NCc2ccco2)c2ccc(Cl)cc21	i
Fc1ccccc1CCn1ccnc1-c1cnc(N2CCCC2)nc1	i
CC(C)Nc1ncc(C(=O)NC2CC(=O)N(CCc3ccccc3)C2)cn1 (stereo not given)	i
N#Cc1nc(COc2ccc(Cl)cc2)oc1NCCN1CCOCC1	u
Cc1ccc(C)c(NC(=O)c2ccc(=O)n(Cc3ccc(F)cc3)c2)c1	i
COCC(=O)Nc1ccc2c(c1)OCO2	i
N#CC1=C(SCC(N)=O)NC(=O)CC1c1ccc(Cl)cc1 (stereo not given)	u
O=C(c1cc2ccccc2oc1=O)n1cc([N+](=O)[O-])cn1	u
COc1ccc(CC2(CCC(=O)NCc3nc4cc(C(F)(F)F)ccc4n3C)CCC(=O)N2)cc1 (stereo not given)	u
CCn1nc(C)c(-c2nc3c([nH]2)c(C)nn3-c2ccc(C)cc2)c1C	u
Cc1ccccc1N=Cc1cccc([N+](=O)[O-])c1O	i
O=C(NC1CCCC1)C1CCN(S(=O)(=O)c2cccs2)CC1	i
COc1cc2c(cc1OC)C(C(=O)Nc1cc(C)on1)C(c1ccccc1F)N(C)C2=O (stereo not given)	u
CCN(CC)CC#CC(C)(O)C(C)(C)C (stereo not given)	i
Cc1c(Cl)c(C)c([N+](=O)[O-])c(O)c1C=Nc1cccc(C(=O)O)c1	i
CN(C)c1nc2c(c(=O)[nH]1)CCN(C(=O)c1cccc(-c3cn[nH]c3)c1)C2	i
CCCCN(C)C(=O)C1c2ccccc2C(=O)N2CCc3ccccc3C12 (stereo not given)	i
Cc1cccc(C)c1OCCCN(C)C(=O)c1ccc(-n2cnnn2)cc1	i
COc1ccccc1-n1c(SCC(=O)Nc2ccc([N+](=O)[O-])cc2)nc2c(c1=O)SCC2	u
CCN(CC)C(=O)C1CCCN(Cc2cc(OC)c(O)c([N+](=O)[O-])c2)C1 (stereo not given)	i

Given field by field: entries from further up.
Cc1c(Cl)c(C)c([N+](=O)[O-])c(O)c1C=Nc1cccc(C(=O)O)c1
  ST2 IL33 inh: i

CN(C)c1nc2c(c(=O)[nH]1)CCN(C(=O)c1cccc(-c3cn[nH]c3)c1)C2
  ST2 IL33 inh: i

CCCCN(C)C(=O)C1c2ccccc2C(=O)N2CCc3ccccc3C12 (stereo not given)
  ST2 IL33 inh: i

Cc1cccc(C)c1OCCCN(C)C(=O)c1ccc(-n2cnnn2)cc1
  ST2 IL33 inh: i
